ER stress death: protection against thapsigargin ER stress killing – CSM14.1 cells, ATP luminescence, primary screen. CSM14.1 thapsigargin ER stress survival. relative survival (cellular ATP), % at 15 µg/mL (by protocol). AID 1010, 2008. 48,000 tested, 0.33% active;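 active means survival measured by cellular ATP above 50% at 15 µg/ml in the first screen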;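 further: cell death triggered by about 15 µM thapsigargin; ATP read 24 h after thapsigargin was added; plate controls were thapsigargin with DMSO for no effect and DMSO without thapsigargin for full effect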
* marks the source's active call; other numbers are inactive results.

SMILES	ER stress death
COc1ccc(S(=O)(=O)Nc2ccc(I)cc2)cc1OC	-3
O=C(CCN1C(=O)/C(=C\c2cccs2)SC1=S)N1CCOCC1	-4
O=C(c1cccs1)N1CCCc2ccccc21	2
COC(=O)c1ccc(-n2c(C)cc(/C=C3\NC(=S)NC3=O)c2C)cc1	6
N#CSCCCOc1ccc(Br)cc1	-7
O=C(Nc1cc(C(F)(F)F)ccc1N1CCCCC1)c1cccc([N+](=O)[O-])c1	13
COc1ccc(CC(=O)N2N=C(C)CC2(O)c2ccc(Br)cc2)cc1OC (stereo unspecified)	6
COC(=O)C1=C(C(=O)OC)SC(=C2C(=S)C(C)(C)N(C(=O)c3cccc([N+](=O)[O-])c3)c3ccc(OC)cc32)S1	-1
Cc1ccc2c(c1)c(-c1ccccc1)c(-c1ccccc1)n2CC(O)CN1C(=O)CSC1=O (stereo unspecified)	3
O=[N+]([O-])c1cccc(C2=Nc3ccc([N+](=O)[O-])cc3ON2)c1	15
CCOc1ccc(Br)cc1/C=C1/C(=O)NN(c2ccccc2)C1=O	-2
CCOc1ccc(Cc2n[nH]c(=S)n2N)cc1	19
CCCCOC(=O)C1=C(C)NC2=C(C(=O)CC(c3ccccc3)C2)C1c1ccco1 (stereo unspecified)	68*
CC(Oc1ccc(Cl)cc1Cl)C(=O)N1CCN(Cc2ccccc2)CC1 (stereo unspecified)	-6
O=C(c1cccc(Cl)c1)N1CCN(Cc2cccnc2)CC1	2
O=C(NC(NC(=S)Nc1ccc(Cl)cc1Cl)C(Cl)(Cl)Cl)c1ccccc1F (stereo unspecified)	2
Cc1c(C(=O)NCc2ccc3c(c2)OCO3)cccc1[N+](=O)[O-]	-1
CC1=C(C(=O)OCc2ccccc2)C(c2cccc(Cl)c2)C2=C(CCCC2=O)N1 (stereo unspecified)	-2
COc1ccc(CCNC(=O)/C=C/c2ccc(C)cc2)cc1	-4
CCc1ccc2[nH]cc(C(=O)O)c(=O)c2c1	6
COc1ccc(S(=O)(=O)N/N=C/c2cc3c(cc2Br)OCO3)cc1	-5
CC(NC(=O)Cc1ccccc1)C1COc2ccccc2O1 (stereo unspecified)	7
O=C(NC(=S)Nc1ccc2oc(-c3cccc4c(Br)cccc34)nc2c1)c1ccco1	2
COC1(/C(N)=C/C(=O)c2ccccc2)CCCCC1	5
C(=NC1=NN(c2ccccc2)CC1)N1CCOCC1	5
COc1ccc(N(CC(=O)N2CCCC2)S(=O)(=O)c2ccc(C)cc2)cc1OC	8
CCc1cccc(C)c1NC(=O)c1ccoc1C	2
O=C(Nc1cccc(Br)c1)c1cccs1	5
CC1CCCC(C)C1NC1=C(Cl)C(=O)c2ccccc2C1=O (stereo unspecified)	-22
O=C(c1ccc(I)cc1)N1CCN(c2ccc([N+](=O)[O-])cc2)CC1	2
CCOC(=O)C1=C(C)NC2=C(C(=O)CCC2)C1c1ccsc1 (stereo unspecified)	1
O=C(Nc1cccc2ncccc12)c1sc2ccccc2c1Cl	0
Cc1ccc(C(=O)CCNc2ccc(I)cc2)o1	6
COc1ccc(OCC(=O)Nc2ccc3oc(-c4ccc(Cl)cc4Cl)nc3c2)cc1	13
Cc1ccc2c(nc3s/c(=C\c4ccc(-c5cccc(C(F)(F)F)c5)o4)c(=O)n32)c1C	12
Cc1ccc(/C=C(/C#N)C(=O)Nc2cccc(Br)c2)cc1[N+](=O)[O-]	2
COc1ccc2c(c1)OCC/C2=N\OC(=O)c1cccc2ccccc12	10
COc1cc([N+](=O)[O-])ccc1NC(=O)C(C)C	1
O=C1C(=O)N(c2nncs2)C(c2ccc(F)cc2)/C1=C(\O)c1ccccc1 (stereo unspecified)	1
COc1ccc(OCC(=O)Nc2ccc(-c3nc4ccc(C)cc4s3)cc2)cc1	9
O=C(Nc1ccc(I)cc1Cl)c1ccc2c(c1)OCCO2	5
CCC(C(=O)NC(c1ccccc1)c1ccccc1)c1ccccc1 (stereo unspecified)	6
COc1ccc(CNC(=O)c2cccc(F)c2)cc1	13
COc1ccc(/C=N/n2cnnc2)cc1Cn1nc(C)c([N+](=O)[O-])c1C	-3
O=C(Cc1ccccc1)NC(NC(=O)Cc1ccccc1)c1cccc([N+](=O)[O-])c1	2
Cc1cc(C)nc(N/N=C\c2c[nH]c3ccccc23)n1	4
N#Cc1ccccc1NC(=O)CC1Sc2ccc(C(F)(F)F)cc2NC1=O (stereo unspecified)	7
NS(=O)(=O)c1ccc(CCNC(=O)Nc2ccc(Cl)cc2)cc1	7
Cc1cccc(N2C(=O)CC(SC(=N)N3N=C(c4cccs4)CC3c3ccc(Br)cc3)C2=O)c1 (stereo unspecified)	1
O=C(O)c1ccc(CNC(=O)C2CCCCC2C(=O)O)cc1 (stereo unspecified)	3
O=C(Nc1ccccc1C(F)(F)F)c1cncc(Br)c1	6
O=C1OC(c2cccc(Cl)c2)=N/C1=C\c1ccccc1[N+](=O)[O-]	5
Cc1cn(S(=O)(=O)c2cc([N+](=O)[O-])ccc2C)cn1	17
CCOC(=O)C(CCCCCOc1c(C)cccc1C)C(=O)OCC	12
N#Cc1c(-c2ccc(Cl)cc2)n(Cc2ccccc2)c(=O)n(Cc2ccccc2)c1=O	2
COc1ccccc1OCCCOc1ccc(C)c(C)c1	7
O=C(O)/C=C/C(=O)Nc1ccc(OC(F)(F)Cl)cc1	108*
Cc1ccc(-n2c(-c3cccc(C)c3)n[nH]c2=S)cc1	6
Cc1ccc(C(=O)NCCN(C)C)cc1	1
O=C(N/N=C/c1cc(I)ccc1O)c1ccccn1	-10
(more compounds)
SMILES	ER stress death
CC(/C=C/c1ccco1)=N/NC(=O)CNc1ccc(C)cc1	1
COc1cc2ccccc2cc1C(=O)Nc1cccnc1	-4
Cn1cc(/C=C2/SC(=O)N(c3ccccc3)C2=O)c2ccccc21	-2
Cc1ccccc1NC(=O)C(=O)NNC(=O)c1ccccc1C	-1
Cc1ccc(C(=O)NC2C(=O)N3C2SC(C)(C)C3C(=O)O)o1 (stereo unspecified)	2
COc1ccc2c(c1)C1=NN(/C(C)=C/C(C)=O)C(c3ccc(F)cc3)C1CC2 (stereo unspecified)	-2
CSCCC(NC(=O)c1ccc(C)o1)C(=O)O (stereo unspecified)	-3
CS(=O)(=O)N(Cc1ccc(Cl)cc1)c1ccc(C(=O)NCC2CCCO2)cc1 (stereo unspecified)	2
O=C(N/N=C/c1ccccc1[N+](=O)[O-])c1cccc(Cl)c1	2
C/C(=N\NC(=O)c1ccco1)c1ccc(N)cc1	1
O=C(N/C(=C\c1cn(-c2ccccc2)nc1-c1ccccc1)C(=O)N1CCOCC1)c1ccccc1	-1
O=C(/C=C/c1ccc2c(c1)OCO2)c1ccc(F)cc1	1
O=C1S/C(=C/c2ccc(O)c(O)c2)C(=O)N1c1ccccc1	6
CC1=C(C(=O)OC(C)C)C(c2ccccc2Cl)C2=C(CCCC2=O)N1 (stereo unspecified)	14
N#Cc1c(N)nc(SCC(=O)c2ccccc2)c(C#N)c1-c1ccc(Cl)cc1	6
Cc1cc(C23CC4CC(CC(C(=O)O)(C4)C2)C3)c(C)cc1C12CC3CC(CC(C(=O)O)(C3)C1)C2	4
CCCN(CCC)Cc1cc2ccccc2c2c1COC2	-10
Cc1ccc2oc(-c3cc(NC(=O)c4cccs4)ccc3O)nc2c1	10
CCOC(=O)C(CC)Oc1ccc2ccc(=O)oc2c1 (stereo unspecified)	0
COc1ccc(CCNC(=O)CN(c2ccccc2C)S(C)(=O)=O)cc1OC	3

A stretch of the results above, as a working copy:
SMILES	ER stress death
Cc1ccc(-n2c(-c3cccc(C)c3)n[nH]c2=S)cc1	6
Cc1ccc(C(=O)NCCN(C)C)cc1	1
O=C(N/N=C/c1cc(I)ccc1O)c1ccccn1	-10
CC(/C=C/c1ccco1)=N/NC(=O)CNc1ccc(C)cc1	1
COc1cc2ccccc2cc1C(=O)Nc1cccnc1	-4
Cn1cc(/C=C2/SC(=O)N(c3ccccc3)C2=O)c2ccccc21	-2
Cc1ccccc1NC(=O)C(=O)NNC(=O)c1ccccc1C	-1
Cc1ccc(C(=O)NC2C(=O)N3C2SC(C)(C)C3C(=O)O)o1 (stereo unspecified)	2
COc1ccc2c(c1)C1=NN(/C(C)=C/C(C)=O)C(c3ccc(F)cc3)C1CC2 (stereo unspecified)	-2
CSCCC(NC(=O)c1ccc(C)o1)C(=O)O (stereo unspecified)	-3
CS(=O)(=O)N(Cc1ccc(Cl)cc1)c1ccc(C(=O)NCC2CCCO2)cc1 (stereo unspecified)	2
O=C(N/N=C/c1ccccc1[N+](=O)[O-])c1cccc(Cl)c1	2
C/C(=N\NC(=O)c1ccco1)c1ccc(N)cc1	1
O=C(N/C(=C\c1cn(-c2ccccc2)nc1-c1ccccc1)C(=O)N1CCOCC1)c1ccccc1	-1
O=C(/C=C/c1ccc2c(c1)OCO2)c1ccc(F)cc1	1
O=C1S/C(=C/c2ccc(O)c(O)c2)C(=O)N1c1ccccc1	6
CC1=C(C(=O)OC(C)C)C(c2ccccc2Cl)C2=C(CCCC2=O)N1 (stereo unspecified)	14
N#Cc1c(N)nc(SCC(=O)c2ccccc2)c(C#N)c1-c1ccc(Cl)cc1	6
Cc1cc(C23CC4CC(CC(C(=O)O)(C4)C2)C3)c(C)cc1C12CC3CC(CC(C(=O)O)(C3)C1)C2	4
CCCN(CCC)Cc1cc2ccccc2c2c1COC2	-10

(more compounds)
SMILES	ER stress death
O=C(/C=C/c1ccccc1)C1=C(O)C(=O)N(c2ccccc2)C1c1ccccc1F (stereo unspecified)	-3
COc1ccc(/C=C2\SC(=S)N(c3cccc(Br)c3)C2=O)cc1	0
Cc1sc(NC(=O)C2C3C=CC(C3)C2C(=O)O)c(C(N)=O)c1C (stereo unspecified)	1
CC(c1ccccc1)N1C(=O)/C(=C\c2ccc(Cl)cc2Cl)SC1=S (stereo unspecified)	8
CC(=O)C1=C(C)NC(=S)NC1c1cc([N+](=O)[O-])ccc1O (stereo unspecified)	2
CC(=O)Nc1nonc1-c1nc2ccccc2n1Cc1ccc(C(C)(C)C)cc1	2
Cc1onc(-c2c(Cl)cccc2Cl)c1C(=O)Nc1ccc2ccccc2c1	8
O=C(O)c1cc2ccc(O)cc2oc1=O	0
S=C(Nc1ccccc1)Nc1ccc(Oc2ccc(NC(=S)Nc3ccccc3)cc2)cc1	2
Cc1ccc(-c2nnc(NC(=O)Nc3ccccc3)s2)cc1C	-8
CCOC(=O)C1=C(C)N=C2SCC(=O)N2C1c1ccc2c(c1)OCO2 (stereo unspecified)	6
O=C(Nc1cccc([N+](=O)[O-])c1)c1sc2ccccc2c1Cl	6
CCOC(=O)c1c(NC(=O)c2ccc(Cl)cc2)sc(C(=O)Nc2ccccc2C(F)(F)F)c1C	-2
CCc1c(O)nc(SCCN(CC)CC)n(-c2ccccc2)c1=O	9
O=C(O)c1ccc(-c2ccc(Br)cc2)o1	0
O=C(Nc1ccccc1Br)C12CC3CC(CC(C3)C1)C2	6
O=C1CCC(C(=O)c2ccccc2)C(O)=C1C=NCCO (stereo unspecified)	4
O=[N+]([O-])c1cc(S(=O)(=O)N2CCN(c3ccccc3)CC2)ccc1Cl	1
COc1cccc(/C=C/C(=O)c2ccc(F)cc2)c1OC	-2
O=C1N=c2ccccc2=C1c1sc(=Nc2ccccc2)n(-c2ccccc2)c1O	7
CC(C)Oc1cc2oc(=O)c3c(c2cc1Cl)CCC3	8
Cc1ccc(C(=O)N/C(=C/c2ccccc2Cl)C(=O)Nc2ccc(S(=O)(=O)Nc3nccs3)cc2)cc1	0
CC(C)(C)c1ccc(OCC(=O)Nc2ccccc2-c2ccccc2)cc1	1
COc1cc(/C=C2/SC(=S)NC2=O)cc(Cl)c1O	1
NC(=O)C1CCN(C(=O)Nc2ccc(Cl)c(Cl)c2)CC1	2
Cc1cc(Cl)ccc1OCC(=O)Nc1nc2ccc(Cl)cc2s1	7
CCOC(=O)C1=CC2(SC=C(C(=O)OCC)S2)C2=C(S1)C(C)(C)N(C(=O)CC)c1ccc(C)cc12 (stereo unspecified)	13
Cc1ccc(C#CC#Cc2ccc(C)nc2)cn1	4
COc1cccc2c(Cl)c(CC=C(Cl)Cl)c(C)nc12	6
COc1cc(OC)cc(C(=O)NCC2CCCO2)c1 (stereo unspecified)	-7
CCN(CC)c1ccc(C(=O)N2CCCCC2)cc1	5
CCOC(=O)c1c(NC(=O)c2ccccc2)sc(C)c1CC	4
COCCN1C(=O)/C(=C/c2cccc([N+](=O)[O-])c2)SC1=S	-2
Cc1cc(OCC(=O)O/N=C(\N)c2ccc([N+](=O)[O-])cc2)ccc1Br	7
CC(C)=N/N=C1/NC(=O)C(CC(=O)Nc2ccccc2Br)S1 (stereo unspecified)	-2
CCCc1cc2c(-c3ccccc3)cc(=O)oc2cc1OC	-2
CN(C)CCSc1nc(O)c(-c2ccccc2)c(=O)[nH]1	-2
Cc1c(OCC(=O)c2ccccc2)ccc2c(-c3ccccc3)cc(=O)oc12	1
COc1ccc(CCC(=O)Nc2sc3c(c2C(N)=O)CCCCC3)cc1	9
O=C(Nc1cccc(C(F)(F)F)c1)/C(=C\c1cccs1)NC(=O)c1cccs1	2

Two of the compounds above, with bars between the fields.
canonical_smiles | ER stress death
CCN(CC)c1ccc(C(=O)N2CCCCC2)cc1 | 5
COc1cccc2c(Cl)c(CC=C(Cl)Cl)c(C)nc12 | 6

(continued)
SMILES	ER stress death
O=[N+]([O-])c1ccccc1/C=N/Nc1nc(-c2ccccc2)cs1	10
O=c1c(Oc2ccccc2Br)c(C(F)(F)F)oc2cc(O)ccc12	-3
CCC1CCc2c(sc(NC(=O)c3cc4ccccc4oc3=O)c2C#N)C1 (stereo unspecified)	-1
CCOC(=O)C1=C(O)/C(=C/c2ccc(OCC(N)=O)cc2)N=C1C	4
O=C(CCCN1C(=O)/C(=C/c2ccccc2)SC1=S)Nc1ccccc1	15
Cc1oc(-c2ccccc2)cc1C(=O)O	15
O=C(Nc1ccc2c(c1)oc1ccccc12)c1ccc(I)cc1	6
O=C(Nc1nc(-c2cccc3ccccc23)cs1)c1cccs1	8
CCOC(=O)c1ccccc1N1C(=O)C2C3C=CC(C3)C2C1=O (stereo unspecified)	2

A portion of the library, so the mix of outcomes need not match the whole.
